SUMO HTRF inh = blocks human SUMOylation mediated by UBC9; P63279; 290,000 tested, 0.36% active; inhibition, % at 35 µM; AID 2006; HTRF SUMOylation assay, SAE1/SAE2 + UBC9, in vitro; in the data active means inhibition above about 50%, passing the limit was not always enough; further: strong numbers were not always called active
Target sequence (P63279 whole entry, looked up): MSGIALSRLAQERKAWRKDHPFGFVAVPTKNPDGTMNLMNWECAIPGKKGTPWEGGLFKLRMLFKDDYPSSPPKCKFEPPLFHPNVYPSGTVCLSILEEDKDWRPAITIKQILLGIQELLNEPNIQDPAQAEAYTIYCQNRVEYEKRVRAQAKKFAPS
IDE act = boosts human insulin-degrading enzyme activity in HEK cells; 340,000 tested, 0.073% active; AID 493087; activation, % at 5.96 µM; P14735; FAbeta-B cleavage, fluorescence polarization; 0% vehicle, 100% cell-free pure enzyme wells;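 active means activation above the mean of all tested compounds plus 3 SD, set per screening campaign, cut at about 17% in these data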
MEKK2mut PB1 HTS = signal of MEK5 binding to mutant human MEKK2 PB1 domain | bead flow cytometry, Alexa488-MEK5 binding to MEKK2 mutant | percent response, % at 10 µM | 290,000 tested, 0.35% active; in the data active means percent response above about 24%, passing the limit was not always enough; further: inactives centre near 1; some results filed as inactive read as strong as hits; reference of the scale not given here
M18AAP inhibitor = PfM18AAP enzyme inhibition; 290,000 tested, 1.2% active; AID 1822; inhibition, % at 7.35 µM; recombinant PfM18AAP, H-Glu-NHMec fluorogenic cleavage;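 active means inhibition above the campaign mean inhibition over all tested compounds plus 3 SD, cut at about 28% in these data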;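 further: 0% = plate median of test compound wells and 100% = 2 mM ZnCl2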
NALP1 yeast inh = NALP1 inhibition | S. cerevisiae NALP1/ASC/caspase-1 growth, X-gal OD620, 72 h | inhibition, % at 10 µM | 280,000 tested, 0.61% active; in the data active means inhibition mostly above about 24%, no sharp cut-off; inactive means mostly below about 32%; further: some compounds called inactive have numbers as strong as hits
MEKK2wt PB1 HTS = raises or lowers MEK5 binding to wildtype human MEKK2 PB1 domain. Q9Y2U5. binding response (% of control), % at 10 µM. bead flow cytometry, Alexa488-MEK5 binding to MEKK2 WT; actives lie on both sides. AID 1531. 290,000 tested, 1.1% active; in the data active means binding response below about 67% or above about 130%
pCIP destab = compounds decreasing mouse p/CIP protein stability | Q05BA5 | F442A p/CIP-EGFP cells, EGFP fluorescence, 16 h | decrease of EGFP signal, % at 10 µM | 290,000 tested, 0.01% active | AID 1984;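 active means EGFP signal decrease of at least 30% at 10 µM or well 3 SD below plate mean, unless failing retest; inactive means the rest, including hits failing retest or dose response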; further: some compounds called inactive have numbers as strong as hits; many of its hits are not listed in these tables
IDE cell inh = inhibits human insulin-degrading enzyme in HEK cells | P14735 | FAbetaB cleavage, fluorescence polarization | inhibition, % at 5.59 µM | 320,000 tested, 0.41% active | AID 434962;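 active means percent inhibition above the average of all tested compounds plus 3 SD, set per screening campaign, cut at about 16% in these data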;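 further: IDE supplied by intact live HEK cells; FP after avidin binding of uncleaved biotin substrate so inhibition keeps polarization high; 0% = DMSO wells and 100% = 60 µM reference IDE inhibitor Ii1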
MEKK3 PB1 HTS = raises or lowers MEK5 binding to the human MEKK3 PB1 domain; Q99759; bead-based flow cytometry, Alexa488-MEK5 binding to MEKK3; actives lie on both sides; 0 = blocked by unlabeled MEK5, 100 = vehicle; binding response (% of control), % at 10 µM; 290,000 tested, 1.4% active;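 active means binding response more than 3 SD above or below the average of its plate-row segment, actives on both sides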;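 further: Alexa488 bead fluorescence after subtracting the streptavidin-only scavenger bead signal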
Target sequence (Q99759 whole entry, looked up, the tested form may be a part): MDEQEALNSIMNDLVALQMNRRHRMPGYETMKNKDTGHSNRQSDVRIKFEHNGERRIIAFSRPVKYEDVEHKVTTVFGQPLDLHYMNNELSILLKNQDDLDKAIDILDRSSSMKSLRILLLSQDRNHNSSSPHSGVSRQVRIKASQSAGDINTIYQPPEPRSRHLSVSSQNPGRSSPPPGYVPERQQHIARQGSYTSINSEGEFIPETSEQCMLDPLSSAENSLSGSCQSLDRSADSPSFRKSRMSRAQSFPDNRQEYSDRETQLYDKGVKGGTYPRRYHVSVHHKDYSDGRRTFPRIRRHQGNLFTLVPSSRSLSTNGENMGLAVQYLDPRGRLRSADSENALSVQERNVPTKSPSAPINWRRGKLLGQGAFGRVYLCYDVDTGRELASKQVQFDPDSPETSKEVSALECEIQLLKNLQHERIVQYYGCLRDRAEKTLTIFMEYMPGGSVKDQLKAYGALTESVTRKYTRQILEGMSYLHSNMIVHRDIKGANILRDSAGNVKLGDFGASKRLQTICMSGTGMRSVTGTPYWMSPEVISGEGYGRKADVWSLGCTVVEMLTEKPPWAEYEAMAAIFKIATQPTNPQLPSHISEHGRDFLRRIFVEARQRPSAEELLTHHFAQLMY
* = called active by the depositor; / = not tested or not shown; & = joins results of further samples. An excerpt. The share of hits here may be higher or lower than overall.

SMILES | SUMO HTRF inh | IDE act | MEKK2mut PB1 HTS | M18AAP inhibitor | NALP1 yeast inh | MEKK2wt PB1 HTS | pCIP destab | IDE cell inh | MEKK3 PB1 HTS
Cc1[nH][nH]c(=O)c1C(c1ccc(-c2ccccc2C(=O)O)o1)c1c(C)[nH][nH]c1=O | 97 | 1 | 1 | 15 | -8 | 96 | -9 | 12 | 97
CCOC(=O)c1cnn(CCOC(=O)C2CC2)c1NC(=O)C1CC1 | 16 | -6 | 9 | -2 | -8 | 102 | -9 | -3 | 103
Nc1nnc(/C=C/c2ccccc2)s1 | 6 | 6 | -4 | -8 | 10 | 96 | -1 | 3 | 95
COc1ccc(CC(=O)Nc2cc(=O)n(C)c(=O)n2C)cc1OC | 2 | 4 | -8 | 2 | 1 | 103 | 13 | 0 | 105
COc1ccc(CCN2C(=O)CC(N3CCN(C/C=C/c4ccccc4)CC3)C2=O)cc1OC (stereo not drawn) | -15 | 3 | -13 | 8 | / | 99 | -11 | 1 | 99
CCOC(=O)c1c(NC(=O)CC2Nc3cc(C)c(C)cc3NC2=O)sc(C)c1C (stereo not drawn) | 1 | 0 | 1 | 3 | 30 | 102 | -9 | 5 | 102
Cc1n[nH]c(=O)nc1NC(C)c1ccccc1 (stereo not drawn) | 5 | -4 | -10 | -23 | 8 | 83 | -5 | 2 | 84
CN1CCN(CCC(=O)N/N=C/c2ccccn2)CC1 | 7 | 5 | 5 | 1 | 5 | 106 | 0 | -1 | 105
O=C(COc1cccc(Cl)c1)Nc1cc(S(=O)(=O)N2CCOCC2)ccc1N1CCOCC1 | -18 | 0 | 1 | 1 | / | 101 | 3 | -1 | 102
O=C(COC(=O)c1ccc(OC(F)F)cc1)NCCNC(=O)COC(=O)c1ccc(OC(F)F)cc1 | 0 | -1 | -4 | -1 | 8 | 101 | -26 | 4 | 97
C=CCNC(=S)NNc1nc2c(c(=O)[nH]1)C1(CCCCC1)Cc1ccccc1-2 | -16 | 3 | 0 | 5 | 12 | 100 | -9 | 8 | 88
CCc1c(C(=O)NC(C)C2CCCO2)csc1C (stereo not drawn) | 5 | 7 | 2 | -14 | 26 | 101 | -9 | -2 | 98
O=[N+]([O-])c1c(NCCO)cc(N2CCN(Cc3ccc4c(c3)OCO4)CC2)c2nonc12 | 2 | -1 | 1 | -5 | 10 | 108 | 4 | 1 | 90
COC(=O)/C(C#N)=C1/C=Cc2ccccc2N1C | -27 | -4 | 1 | -6 | 16 | 107 | -4 | 4 | 106
O=C(NCCO)c1ccc(-c2nnc(N3CCOCC3)c3ccccc23)cc1 | 21 | 6 | 4 | 3 | -4 | 108 | 12 | 3 | 112
Cc1ccc(S(=O)(=O)NNC(=S)NC(C)(C)C)cc1 | 7 | / | -3 | 27 | -8 | 95 | 4 | 13 | 101
CN1CCCC(OC(=O)c2cccc(Br)c2)C1 (stereo not drawn) | 2 | 3 | 4 | -3 | 12 | 105 | -6 | -1 | 99
C=CCNC(=O)Nc1ccc2nc(C)sc2c1 | 49 | 6 | 7 | 9 | -3 | 97 | 4 | 3 | 103
COc1ccc(NC(=O)c2ccc(CNc3c(NC4CCCCC4)c(=O)c3=O)cc2)c(OC)c1 | 38 | -2&-8 | 7 | -1 | 26 | 98 | -3 | 6 | 98
CC(=O)N1CCC(=NNc2nc3ccccc3[nH]2)CC1 | -26 | / | -1 | 25 | -6 | 99 | 9 | 0 | 103
COc1ccc(Nc2nc3ccccc3n3nnnc23)cc1 | 26 | 2 | 3 | -5 | -6 | 108 | 6 | -1 | 100
Cc1ccccc1N1CCN(CC(=O)Nc2nc(C)c(C(=O)N(C)C)s2)CC1 | 11 | 3 | 6 | -11 | 15 | 103 | -10 | 0 | 100
CC1=CCC2COC(c3ccc[n+](Cc4ccccc4)c3)C1C2 (stereo not drawn) | 21 | 2 | -3 | -14 | 10 | 83 | 3 | 2 | 78
CCC(C(=O)NCC1CCCO1)N(Cc1ccccc1)C(=O)CNS(=O)(=O)c1ccccc1 (stereo not drawn) | -3 | -4 | 8 | 12 | -2 | 107 | 1 | -1 | 105
Cc1c(NC(=O)c2cc(=O)[nH]c(=O)[nH]2)c(=O)n(-c2ccccc2)n1C | 20 | -1 | -1 | 5 | -14 | 98 | 7 | -5 | 100
SMILES | SUMO HTRF inh | IDE act | MEKK2mut PB1 HTS | M18AAP inhibitor | NALP1 yeast inh | MEKK2wt PB1 HTS | pCIP destab | IDE cell inh | MEKK3 PB1 HTS
CCOc1ccccc1NC(=O)CCNC(=O)Cn1ccc2ccccc2c1=O | 16 | -1 | 3 | -3 | 8 | 103 | -9 | 6 | 100
O=C(Nc1ccc2c(c1)oc1ccc(S(=O)(=O)N3CCCC3)cc12)C1CC1 | 28 | 1 | 0 | 1 | 21 | 103 | -18 | 7 | 102
CCOc1ccccc1NC(=O)c1cc(SC)ccc1Cl | 0 | -4 | -1 | -8 | -2 | 102 | -4 | -1 | 109
CN(Cc1ccccc1)C1=CC(=[N+]2CCCC2)CC(C)(C)C1 | 21 | 3 | 16 | -15 | / | 117 | -18 | -3 | 113
Cc1ccc(Cl)cc1Nc1nc(-c2sc(NC(=O)c3cccc(Cl)c3)nc2C)cs1 | -10 | / | 1 | 9 | 2 | 96 | -6 | -2 | 102
COc1cc2c(cc1OC)CN(C(=O)CN1CCN(S(=O)(=O)c3ccccc3)CC1)CC2 | -2 | 5 | 1 | -1 | -13 | 100 | -6 | 7 | 101
Cc1cccc(-c2noc(CCc3ccccc3)n2)c1 | -12 | 5 | -2 | -2 | 31 | 97 | 0 | 3 | 97
O=C(c1cccs1)N1CCN(Cc2ccccc2[N+](=O)[O-])CC1 | -9 | -6 | -2 | 7 | 32 | 100 | 14 | 5 | 96
CC1(C)CC(NC(=O)c2ccccc2)CC(C)(C)N1 | 6 | 2 | 4 | -1 | 7 | 110 | -2 | 2 | 102
COc1cc(NC(=O)c2cc(-c3cccc(O)c3)on2)cc(OC)c1OC | 19 | -3 | 9 | -19 | -11 | 109 | -8 | 8 | 106
Cc1cc(C)n2nc(SCc3ccc(C#N)cc3)nc2n1 | 12 | 0 | 6 | 0 | -3 | 110 | -4 | 1 | 106
COc1ccc(/C=N\NC(=O)c2ccccc2Br)cc1COc1ccccc1 | -3 | -1 | 5 | 0 | 3 | 100 | -20 | 1 | 101
Cc1nnc(NC(=O)CSc2nnc(Cc3cccn3C)n2CCc2ccccc2)s1 | 13 | -1 | 3 | 7 | 7 | 102 | 7 | -3 | 97
O=C(N/N=C/c1c(O)ccc2ccccc12)c1cccnc1 | -26 | -36 | -4 | 31* | 23 | 97 | 28 | 63* | 97
O=C(c1ccc(Br)cc1)N(Cc1ccco1)C1CCS(=O)(=O)C1 (stereo not drawn) | 11 | 1 | 2 | -9 | 26 | 97 | 6 | 0 | 100
COc1cc(C(=O)N2CCN(C(=O)C3CC3)CC2)cc(OC)c1OC | -8 | 2 | 12 | -5 | 10 | 107 | 6 | -4 | 106
[O-][n+]1onc2c1C(N1CCOCC1)CCC2N1CCOCC1 (stereo not drawn) | 17 | 0 | -1 | 6 | 24 | 101 | -7 | 3 | 100
CCOc1ccc(C2CC(=O)NC3=C2C(=O)CCC3)cc1Cl (stereo not drawn) | -8 | 0 | 9 | 2 | 6 | 115 | 0 | 2 | 117
COCc1cc(C)nc(SCc2ccc(F)cc2)c1C#N | -2 | 4 | 18 | -13 | 10 | 110 | -9 | 3 | 108
CCc1ccc2[nH]c3nc(SCCN4CCOCC4)nnc3c2c1 | 14 | -11 | 4 | 10 | -12 | 106 | 1 | 6 | 106
COc1cc2nc(CN(C)Cc3ccc(Cl)cc3)[nH]c(=O)c2cc1OC | -2 | 1 | -6 | -3 | 12 | 95 | 6 | 1 | 101
O=C(Nc1nc2ccccc2[nH]1)c1cccc(Br)c1 | 23 | -3 | 6 | -1 | 18 | 110 | 0 | -9 | 103
O=C(c1ccccn1)N1CC=C(c2ccccc2)CC1 | 19 | -3 | / | -11 | 0 | / | -9 | / | /
CC(C)NC(=O)CSCc1c(Cl)cccc1Cl | -14 | 5 | 15 | 0 | -2 | 111 | -10 | 3 | 111
COc1cc(C(=O)N=c2sccn2C)c([N+](=O)[O-])cc1OC | -1 | 2 | 0 | 6 | -3 | 100 | -14 | / | 100

3 of the entries above in order of their number in MEKK2wt PB1 HTS, lowest first.
SMILES | SUMO HTRF inh | IDE act | MEKK2mut PB1 HTS | M18AAP inhibitor | NALP1 yeast inh | MEKK2wt PB1 HTS | pCIP destab | IDE cell inh | MEKK3 PB1 HTS
COc1ccc(/C=N\NC(=O)c2ccccc2Br)cc1COc1ccccc1 | -3 | -1 | 5 | 0 | 3 | 100 | -20 | 1 | 101
COc1cc(C(=O)N2CCN(C(=O)C3CC3)CC2)cc(OC)c1OC | -8 | 2 | 12 | -5 | 10 | 107 | 6 | -4 | 106
CN(Cc1ccccc1)C1=CC(=[N+]2CCCC2)CC(C)(C)C1 | 21 | 3 | 16 | -15 | / | 117 | -18 | -3 | 113

(list continues)
SMILES | SUMO HTRF inh | IDE act | MEKK2mut PB1 HTS | M18AAP inhibitor | NALP1 yeast inh | MEKK2wt PB1 HTS | pCIP destab | IDE cell inh | MEKK3 PB1 HTS
CC(/C=N/NC(=O)c1ccc(Br)cc1)=C\c1ccccc1 | 6 | -9 | 2 | -13 | 36* | 100 | -1 | 3 | 99
CC(C)c1ccc(NC(=O)Cn2nnc(C(=O)NCc3ccco3)c2N)cc1 | 12 | -2 | -1 | -11 | 19 | 97 | 3 | -3 | 101
Cc1ccsc1/C=N/N=C1\C(=O)Nc2ccccc21 | 3 | 0 | 5 | -4 | 36 | 110 | -2 | 2 | 105
CCN(CC)Cc1c(CC(C)C)oc(C)c1C(=O)O | 8 | 8 | -2 | 5 | 6 | 98 | 10 | 0 | 104
NCC(O)CN(c1ccccc1)c1ccccc1 (stereo not drawn) | 20 | 5 | -12 | -4 | 9 | 88 | -8 | 1 | 97
CCOC(=O)c1sc(NC(=O)CCc2ccc(OC)cc2)nc1C | 2 | 0 | -1 | -2 | 2 | 97 | -13 | -4 | 100
COc1ccc(NCc2nnc(SCC(=O)NCc3ccccc3)n2-c2ccccc2OC)cc1 | -34 | 5 | 13 | 4 | 12 | 108 | -12 | 0 | 104
CCC(C)NS(=O)(=O)c1cc2c3c(c1)CCN3C(=O)CC2 (stereo not drawn) | 9 | -2 | -1 | -1 | 25 | 98 | 7 | -1 | 100
Cc1ccc(C2Nc3ccccc3C(=O)N2CCN2CCNC2=O)cc1 (stereo not drawn) | 31 | 4 | 1 | 2 | / | 98 | -11 | 0 | 98
COCCN(CCOC)C(=S)Nc1cc(S(=O)(=O)N(C)C)ccc1C | 8 | 6 | -4 | -15 | 22 | 90 | -7 | 8 | 94
O=[N+]([O-])c1cccc2ccc(/C=C/c3ccc(Cl)cc3)nc12 | -9 | 3 | 4 | -7 | 10 | 95 | 6 | 1 | 101
COc1ccc(NC(=O)c2[nH]c(C)c(C(C)=O)c2C)cc1 | 6 | 0 | -3 | -9 | -1 | 97 | 3 | 2 | 101
C/C(=N\NC(=O)c1nn(C)cc1Br)c1cccc(NC(=O)C(C)(C)C)c1 | 4 | 7 | 6 | 11 | 7 | 105 | -12 | 5 | 105
CCC(=O)NC(c1cccc([N+](=O)[O-])c1)c1c(O)ccc2ccccc12 (stereo not drawn) | 0 | / | -10 | -6 | 10 | 90 | -6 | 3 | 101
COc1ccc(S(=O)(=O)Nc2noc3ccccc23)cc1OC | 12 | 0 | 1 | -12 | 14 | 106 | -2 | -1 | 105
CCCn1nnnc1SCC(=O)NCc1ccc(OC)cc1 | -23 | -1 | 1 | -8 | 18 | 104 | -1 | 6 | 103
Nc1ccc(-n2nnnc2CN2CCOCC2)cc1 | 0 | -1 | 3 | -5 | 7 | 105 | 9 | -1 | 106

Screening data as filed in PubChem.
